Screening data (PubChem BioAssay)
MRP-1 activ = MRP-1 activation. hit rate 0.61% among 140,000. viability increase, % at 10 µM. H69AR cells + doxorubicin, viability rescue, CellTiter-Glo. AID 799;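 active = viability gain under doxorubicin at or above a set limit, the compound median plus 3 SD, cut at about 4.7% in these data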;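 also: MRP-1 overexpressing cells given doxorubicin 25 µM after compound pretreatment; 18-22 h compound pretreatment then 72 h with doxorubicin before readout; 0% = doxorubicin-only wells and 100% = vehicle-treated cells without doxorubicin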
Yeast lifespan up = extends the lifespan of yeast; hit rate 0.68% among 130,000; inhibition of the nicotinamide effect, % at 10 µM; AID 775; S. cerevisiae growth with nicotinamide, OD615; deaD strain in restrictive glucose medium;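 active = inhibition above a set limit, placed 3 SD over the median of all compounds, cut at about 26% in these data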;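 also: 0% = nicotinamide-treated wells and 100% = cells grown without nicotinamide; some compounds called inactive have numbers as strong as hits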
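Assay system: engineered S. cerevisiae DeaD replicative-lifespan strain, galactose-grown log-phase cells; medium: restrictive CSMM-D dextrose medium; also added: nicotinamide, 1.5 mM, co-present with compound; schedule: 48 h compound exposure at 30 °C, humidified; detection: absorbance at 615 nm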
NPY-Y2 antag = blocks the human neuropeptide Y Y2 receptor; NPY-Y2 expressing cells, antagonist mode; inhibition, % at 2.7 µM; hit rate 0.99% among 140,000; AID 793; in the data active = inhibition above about 17%;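 also: 0% = vehicle with agonist challenge and 100% = reference antagonist with challenge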
Target sequence (P49146 whole entry, looked up): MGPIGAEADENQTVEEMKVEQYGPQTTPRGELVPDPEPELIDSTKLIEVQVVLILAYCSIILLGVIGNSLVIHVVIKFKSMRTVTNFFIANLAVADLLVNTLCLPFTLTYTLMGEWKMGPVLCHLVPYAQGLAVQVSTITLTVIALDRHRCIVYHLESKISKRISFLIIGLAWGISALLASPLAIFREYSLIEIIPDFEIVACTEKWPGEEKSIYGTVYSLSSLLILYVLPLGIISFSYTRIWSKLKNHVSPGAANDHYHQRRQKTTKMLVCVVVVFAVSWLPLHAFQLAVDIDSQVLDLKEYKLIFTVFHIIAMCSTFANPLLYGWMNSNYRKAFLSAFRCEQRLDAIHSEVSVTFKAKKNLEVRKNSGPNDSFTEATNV
E-sel TNF inh = TNF alpha driven E-selectin expression inhibition; HUVEC TNFa-induced E-selectin immunofluorescence, high content; inhibition, % at 2 µM; hit rate 0.71% among 120,000; AID 1246;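 active = inhibition above the batch mean plus 3 SD, and confirmed as a hit on visual image review, cut at about 43% in these data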;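 also: 0% = TNF-stimulated DMSO wells and 100% = unstimulated control wells; not every result past the cut was called active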
Phagocytosis inh = blocks phagocytosis by macrophages | J774A.1 macrophage IgG-bead phagocytosis, imaging | inhibition, % at 5 µM | hit rate 0.07% among 110,000;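 active = inhibition above the mean of the plate negative controls plus 5 SD, cut at about 13% in these data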;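 also: phagocytic index as fraction of beads internalized from green versus red external bead signal; plate controls were DMSO negative control for no effect and cytochalasin-D positive control for full effect; some results beyond the cut were filed as inactive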
BB579 growth dn = yeast BB579 growth reduction in restrictive medium; hit rate 0.51% among 140,000; inhibition, % at 10 µM; S. cerevisiae BB579 growth, OD615, 48 h;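 active = inhibition above a set limit, 3 SD over the mean compound inhibition, cut at about 44% in these data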; also: inactives centre near -24
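controls = amphotericin B 10 µg/mL, positive | assay system = DeaD yeast strain BB579 | schedule = 48 h compound exposure at 30 °C after 4 h preincubation | detection = OD615 turbidity measurement | medium = restrictive CSMM-D medium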
Measles CPE = protection of cells from measles virus; Measles virus-infected cells, CPE protection, absorbance; protection (pct of control), % at 4 µM; hit rate 1.5% among 140,000; AID 841; in the data active = protection mostly above about 24%, no sharp cut-off; inactive = mostly below about 26%; also: some compounds called inactive have numbers as strong as hits
GALR2 blocker = blocks the human galanin receptor 2. GALR2-expressing cells, antagonist mode. inhibition, % at 4 µM. hit rate 0.39% among 140,000. AID 828; in the data active = inhibition above about 27%;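 also: cells stimulated with galanin 1-16 at roughly its EC80; 0% = agonist challenge control and 100% = basal control without agonist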
Target sequence (O43603 whole entry, looked up): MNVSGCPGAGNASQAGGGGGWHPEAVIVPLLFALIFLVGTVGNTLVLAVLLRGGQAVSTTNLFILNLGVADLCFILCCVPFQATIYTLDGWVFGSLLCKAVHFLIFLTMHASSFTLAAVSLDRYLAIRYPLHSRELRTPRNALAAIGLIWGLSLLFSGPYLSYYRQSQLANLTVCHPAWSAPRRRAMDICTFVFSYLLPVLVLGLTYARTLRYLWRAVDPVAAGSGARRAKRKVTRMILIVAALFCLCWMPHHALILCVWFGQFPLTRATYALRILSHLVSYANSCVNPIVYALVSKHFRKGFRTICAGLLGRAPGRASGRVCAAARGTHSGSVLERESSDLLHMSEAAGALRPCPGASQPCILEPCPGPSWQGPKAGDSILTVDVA
bCat KO growth = beta-catenin-lacking colon tumor cell growth suppression. viability, % at 10 µM. AID 818. HCT116 beta-catenin knockout viability, CellTiter-Glo, 60 h; stronger effect = lower value. hit rate 1.5% among 140,000;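 active = viability at or under a set limit, the compound median less 4 SD, cut at about 6% in these data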;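 also: 0% = Hyamine 1622 control at 20 µM and 100% = untreated cell control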
PTEN del growth = suppresses growth of cells with PTEN deletion | AID 827 | HCT116 PTEN-null viability, CellTiter-Glo, 60 h; stronger effect = lower value | viability, % at 10 µM | hit rate 1.2% among 140,000;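 active = viability at or below a set limit, 4 SD under the median of all tested compounds, cut at about 3.7% in these data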;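 also: PTEN knockout HCT116 line with beta catenin targeted HCT116 as companion control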
* = called active by the depositor; / = no result given. Only part of the results is shown, so the mix of outcomes need not match the whole.

Value order – NPY-Y2 antag	MRP-1 activ	BB579 growth dn	PTEN del growth	Phagocytosis inh	Yeast lifespan up	Measles CPE	E-sel TNF inh	bCat KO growth	GALR2 blocker
1	O=C1NC(=O)N(Cc2ccco2)C(=O)/C1=C\c1cccn1CCOc1ccc(Cl)cc1
→ 4	-2.9	-31	73	-11	-1	5	/	84	12
2	O=P1(NCc2ccco2)COc2ccccc2OC1
→ -1	-1.0	-38	94	0	-4	10	22	97	6
3	OC12CCCCC1C(c1ccccc1)NCC2 (stereo not given)
→ -1	-2.7	-4	85	-1	-5	8	-4	103	6
4	O=c1[nH]c(=O)n(Cc2ccco2)c(O)c1C=NCc1ccc2c(c1)OCO2
→ 0	-2.5	-13	88	1	-13	7	9	94	5
5	CCOC(=O)C(O)(c1ccc(NC(=O)NC2CCCCC2)cc1)C(F)(F)F (stereo not given)
→ 1	-2.5	-9	88	0	-4	12	19	86	-3
6	CCC(=O)N1CC(=O)Nc2ccc(Cl)cc2C1c1ccc(F)cc1 (stereo not given)
→ 6	-2.7	-11	65	1	-9	3	/	76	1
7	CN1CCC(O)(c2ccccc2)C(C(=O)c2ccccc2)C1 (stereo not given)
→ 1	-3.3	-41	23	0	-4	5	-41	5.3*	-7
8	CC1(C)C[C@H]2C=C(C=O)[C@]3(C=O)C[C@]3(C)[C@H]2C1
→ 3	-3.3	100*	1.8*	/	-12	-1	/	2.0*	55*
9	Cc1ccc2ccccc2c1NC(=O)CNC1CCCCC1
→ 12	-2.1	-6	87	/	-6	9	4	89	-4
10	COC(=O)C1=Nc2ccccc2/C1=C\c1c(O)n(-c2cc(OC)ccc2OC)c(=O)[nH]c1=O
→ 0	-2.2	-39	94	-2	-7	4	2	92	2
11	CC(=O)N1CCN(c2ccc([N+](=O)[O-])cc2C=C2C(=O)NC(=O)NC2=O)CC1
→ 5	-1.2	-1	96	-5	-5	7	/	93	-8
12	COc1ccccc1N1CCN(Cc2ccc(Br)s2)CC1
→ 2	0.2	-19	81	-1	-4	22	-46	81	-3
13	CCc1ccc(-n2c(O)c(/C=N/N3CCCCC3c3cccnc3)c(=O)[nH]c2=O)cc1 (stereo not given)
→ 2	-1.0	-8	95	-14	-1	7	/	90	10
14	CC[n+]1c(/C=C/N(C)c2ccccc2)sc2ccc(Cl)cc21
→ 5	-6.0	7	9	/	-6	5	/	9	-10
15	Cc1cc(OCC(=O)NC2CCS(=O)(=O)C2)c2c3c(c(=O)oc2c1)CCC3 (stereo not given)
→ 5	-2.6	-26	80	-1	-11	5	-29	82	0

Individual results from the entries so far.
Under NPY-Y2 antag, entry 6 is entered as 6
Under PTEN del growth, entry 10 is entered as 94
Under PTEN del growth, entry 14 is entered as 9
Under E-sel TNF inh, entry 5 is entered as 19
Under PTEN del growth, entry 4 is entered as 88
Under MRP-1 activ, entry 8 is entered as -3.3

From entry 1 as far as 4, copied from above:
Value order – NPY-Y2 antag	MRP-1 activ	BB579 growth dn	PTEN del growth	Phagocytosis inh	Yeast lifespan up	Measles CPE	E-sel TNF inh	bCat KO growth	GALR2 blocker
1	O=C1NC(=O)N(Cc2ccco2)C(=O)/C1=C\c1cccn1CCOc1ccc(Cl)cc1
→ 4	-2.9	-31	73	-11	-1	5	/	84	12
2	O=P1(NCc2ccco2)COc2ccccc2OC1
→ -1	-1.0	-38	94	0	-4	10	22	97	6
3	OC12CCCCC1C(c1ccccc1)NCC2 (stereo not given)
→ -1	-2.7	-4	85	-1	-5	8	-4	103	6
4	O=c1[nH]c(=O)n(Cc2ccco2)c(O)c1C=NCc1ccc2c(c1)OCO2
→ 0	-2.5	-13	88	1	-13	7	9	94	5

New compounds follow
Value order – NPY-Y2 antag	MRP-1 activ	BB579 growth dn	PTEN del growth	Phagocytosis inh	Yeast lifespan up	Measles CPE	E-sel TNF inh	bCat KO growth	GALR2 blocker
16	CN1CCN(c2ccc(N)c(N3CCN(C)CC3)c2)CC1
→ 2	-1.4	-6	85	1	-1	9	11	87	3
17	CCN1CCN(C(=O)COc2ccc(S(=O)(=O)N(C)Cc3ccccc3)cc2)CC1
→ 1	-0.4	-61	97	-1	-4	23	3	95	-2
18	COc1ccc(OCC(=O)N2CCN(C(C)C)CC2)cc1
→ 1	-1.6	5	103	/	/	2	-14	85	-2
19	CC12CCC3C(CC=C4CC(O)CCC43C)C1C/C(=C\c1cccc(F)c1)C2=O (stereo not given)
→ 2	-4.0	-13	26	4	2	12	3	33	-11
20	COc1ccc(-n2c(SC)nc3ccccc3c2=O)cc1
→ 1	-0.6	-34	81	-1	-7	2	/	82	3
21	Cc1ccc(-c2nn(Cc3ccccc3)cc2C=O)cc1
→ 0	-1.8	-40	51	-6	8	10	/	48	-10
22	CC1CC(C)CN(CC(=O)c2ccc(OC(F)F)cc2)C1 (stereo not given)
→ 1	-0.1	-7	96	-5	-1	17	-2	94	-2
23	CC1=NN(c2ccccc2)C(=O)C1/C=C1\C(=O)NC(=O)N(c2ccc(C)c(C)c2)C1=O (stereo not given)
→ -1	0.3	-56	87	0	-1	14	19	86	8
24	Cc1ccc(C(=O)C2CN3CCC2CC3)cc1 (stereo not given)
→ 2	-3.1	-4	92	-5	-3	29	-1	93	-2
25	O=C(NCC(c1cccnc1)N1CCN(c2ccc(F)cc2)CC1)Oc1ccccc1 (stereo not given)
→ -1	-3.3	-32	79	/	/	8	-39	78	-7
26	COCCCn1c(N)c(C(=O)Nc2sc3c(c2C(=O)OC)CCCC3)c2nc3ccccc3nc21
→ 0	-5.7	-11	23	/	-21	30	/	45	-9
27	COc1ccc(CCN(C)Cc2ccncc2)cc1OC
→ 0	-0.6	-19	105	1	-6	2	-3	99	-2
28	COCc1c(CN)cnc(C)c1N
→ -1	3.3	-21	97	-1	-8	8	0	96	-5
29	CC(C)Oc1cccc(NC(=O)c2cccn(Cc3ccc4c(c3)OC(F)(F)O4)c2=O)c1
→ 1	3.0	-74	35	-2	-4	13	/	33	1
30	CC(NC(C)(C)C)C(=O)c1cccc(Cl)c1 (stereo not given)
→ 2	0.0	-20	97	/	11	8	/	87	-1

One compound at a time (already shown). Order of screens: NPY-Y2 antag	MRP-1 activ	BB579 growth dn	PTEN del growth	Phagocytosis inh	Yeast lifespan up	Measles CPE	E-sel TNF inh	bCat KO growth	GALR2 blocker
CC1=NN(c2ccccc2)C(=O)C1/C=C1\C(=O)NC(=O)N(c2ccc(C)c(C)c2)C1=O (stereo not given) reads -1	0.3	-56	87	0	-1	14	19	86	8
CC1CC(C)CN(CC(=O)c2ccc(OC(F)F)cc2)C1 (stereo not given) reads 1	-0.1	-7	96	-5	-1	17	-2	94	-2
COc1ccc(-n2c(SC)nc3ccccc3c2=O)cc1 reads 1	-0.6	-34	81	-1	-7	2	/	82	3
CCN1CCN(C(=O)COc2ccc(S(=O)(=O)N(C)Cc3ccccc3)cc2)CC1 reads 1	-0.4	-61	97	-1	-4	23	3	95	-2

New compounds follow:
Value order – NPY-Y2 antag	MRP-1 activ	BB579 growth dn	PTEN del growth	Phagocytosis inh	Yeast lifespan up	Measles CPE	E-sel TNF inh	bCat KO growth	GALR2 blocker
31	CCOC(=O)N(CC)c1ccc(C(O)(C(=O)OC)C(F)(F)F)cc1 (stereo not given)
→ 4	-0.5	-57	109	-1	-9	8	-8	94	-4
32	COCCNP(=O)(c1ccccc1)c1nc2ccccc2s1 (stereo not given)
→ -2	-2.8	-9	107	0	-6	14	-5	101	-7
33	OCCOCC#CCN1CCOCC1
→ 0	-0.2	-47	110	-2	-3	5	6	93	-10
34	CCOC(=O)C1=C(C)OC(N)=C(C#N)C12C(=O)N(C)c1ccccc12 (stereo not given)
→ -3	-3.2	-35	88	/	-16	11	9	86	2
35	Cc1cccc(CN(C)C)c1OC(=O)N(C)C
→ 5	-1.3	19	98	0	29*	3	/	93	-4
36	CC(=NCCN1CCCCC1)c1c(O)[nH]c(=O)[nH]c1=O
→ 3	-0.8	-67	101	-2	-7	1	-11	109	5
37	COc1ccc(CN2CCN(c3ccccc3F)CC2)c(OC)c1
→ 2	-1.1	-52	81	0	2	6	-35	77	14
38	COc1cccc(CN2CCN(C(=O)COc3ccc4ccccc4c3)CC2)c1
→ 6	0.7	-34	63	-1	-8	3	/	67	4
39	c1ccc(C2NCc3ccccc3-n3cccc32)cc1 (stereo not given)
→ 8	-1.8	-86	92	-1	-4	24	/	83	0
40	COc1ccccc1CCNC1CCC(C(C)(C)C)CC1 (stereo not given)
→ 30*	-6.0	13	44	-1	-6	22	4	49	11
41	CCCCC(=O)N/N=C/c1c(O)n(CC)c(=S)n(CC)c1=O
→ 2	-1.4	-10	12	-3	0	9	/	13	1
42	CC(=O)Nc1ccccc1C(=O)OCC(=O)c1ccc2c(c1)OCCO2
→ 2	-1.2	-18	88	-4	-5	6	/	86	-6
43	Cc1cc(N2C(=O)C3CCCN3C2c2ccc(Cl)c(Cl)c2)no1 (stereo not given)
→ 8	-1.1	-28	101	-1	-3	6	/	89	5
44	O=Cc1cn(Cc2ccc(F)cc2Cl)c2ccccc12
→ 2	-3.1	-2	66	2	2	15	/	60	1
45	c1ccc2c(CNC3CCCCCC3)c[nH]c2c1
→ 5	-1.8	-38	32	1	-4	10	-22	39	-7

Some entries already given, showing only NPY-Y2 antag and Measles CPE:
entry	Structure	NPY-Y2 antag	Measles CPE
37	COc1ccc(CN2CCN(c3ccccc3F)CC2)c(OC)c1	2	6
42	CC(=O)Nc1ccccc1C(=O)OCC(=O)c1ccc2c(c1)OCCO2	2	6
33	OCCOCC#CCN1CCOCC1	0	5

(continued)
Value order – NPY-Y2 antag	MRP-1 activ	BB579 growth dn	PTEN del growth	Phagocytosis inh	Yeast lifespan up	Measles CPE	E-sel TNF inh	bCat KO growth	GALR2 blocker
46	C=CCn1c(O)c(C(CC)=NC(C)c2ccccc2)c(=O)[nH]c1=O (stereo not given)
→ 4	-2.8	-43	/	/	-4	2	/	64	2
47	CNP1(NC)=NC(C(F)(F)F)=NC(C(F)(F)F)=N1
→ 3	0.4	-11	87	0	1	28	-13	96	7
48	C/C(=C/C=C/[C@@H](C)C(=O)O)[C@H]1CN[C@H](C(=O)O)[C@H]1CC(=O)O
→ 3	-3.8	-14	16	/	-1	15	/	23	-4
49	Cn1c2ccccc2c2c(C(=O)N3CCC4(CC3)OCCO4)cn(C3CCCC3)c(=O)c21
→ 6	-4.1	-10	80	-1	-27	3	2	79	0
50	CCCCCSc1cc(O)c(C(CNC)C(C)C)cc1OC (stereo not given)
→ 5	-6.0	-21	27	-2	5	5	-18	40	6
51	CCCCSP1(=S)NCCCN1
→ 1	0.9	20	113	3	-10	9	-26	101	9
52	Nc1c(C(=O)OCc2ccccc2)c2nc3ccccc3nc2n1Cc1cccs1
→ 2	-4.1	-42	33	0	-24	15	7	35	2
53	O=C(COc1ccc(Cl)cc1)NC1CN2CCC1CC2 (stereo not given)
→ 3	0.5	-57	113	1	-8	9	-5	103	-3
54	CCOP(=S)(OCC)SCOC(=O)NCC(=O)OC
→ 3	-0.6	-14	95	1	-4	16	-5	84	1
